RGS4 inh: blocks human RGS4-accelerated GTP hydrolysis; P49798; Transcreener GDP fluorescence polarization, RGS4-accelerated GTP hydrolysis; Potency, µM (titrated, usually from 114 µM), for the others: top-dose activity change, negative = inhibition, most hits filed as inhibitors; 390,000 compounds, 0.039% hits; AID 504845; further: on the % scale 0 is the no-effect control and ±100 the full control effect; nearly all actives have a fitted effect of over 75% in size; some results filed as inactive show a strong effect at the top dose
Target sequence (P49798 whole entry, looked up): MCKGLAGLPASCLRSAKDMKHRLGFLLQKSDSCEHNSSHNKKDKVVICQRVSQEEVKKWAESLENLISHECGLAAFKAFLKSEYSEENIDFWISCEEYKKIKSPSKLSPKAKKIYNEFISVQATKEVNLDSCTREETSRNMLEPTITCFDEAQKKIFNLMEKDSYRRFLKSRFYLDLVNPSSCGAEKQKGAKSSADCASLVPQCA
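MLSMR compounds (23 nl, pin-transferred) preincubated 10 min at room temperature with a 500nM (2x) first reagent, then RGS4 at 900nM (2x) plus Transcreener GDP mix added; fluorescence polarization (620/688 nm) read before and after 90 min at 30 °C.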
JMJD2A Tudor inh: inhibitors of human JMJD2A Tudor domain. AlphaScreen JMJD2A-Tudor / H3K4me3 peptide binding. AID 504339. 390,000 compounds, 4.4% hits. Potency, µM (top dose mostly 114 µM), inactives show at the highest dose activity change, negative = inhibition, actives largely listed as inhibitors; further: on the % scale 0 is the no-effect control and ±100 the full control effect; nearly all actives have a fitted effect of over 50% in size
ERG-DNA inh: ERG Ets/DNA interaction inhibition; AID 624246; 370,000 compounds, 0.028% hits; P11308; Potency, µM (doses to about 76.9 µM), without a hit: at the highest dose FP activity, negative = inhibition, hits mostly inhibitors; fluorescence polarization, His-ERG Ets domain / labelled DNA; active means well fitted inhibition curve with a large enough effect in the polarisation, with a control signal flat; inconclusive means small, poorly fitted or top-dose-only effect, or effect the other way, or a change in a side signal; inactive means no such curve, though single readings can be large or run the other way; the % refers to the polarisation;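 further: polarization taken with two DNA probes labelled with fluorescein and Texas red; % of control where 0% means no effect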
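His-tagged ERG Ets domain (1 uM in the protein solution; 300mM KCl, 50mM Tris-HCl, 1mM EDTA, 1mM DTT, pH 7.5) received compound, then a probe mix of 5 nM fluorescein-DNA and 100nM Texas-615-DNA. Fluorescence polarization was read for both dyes.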
GLS inh: glutaminase GLS (human) inhibition | Potency, µM (series often up to 45.5 µM), for inactives: at the highest dose activity change, negative = inhibition, most hits filed as inhibitors | GLS enzymatic activity, qHTS titration | AID 624170 | 410,000 compounds, 0.21% hits | O94925; further: on the % scale 0 is the no-effect control and ±100 the full control effect
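hKGA in 45 mM KH2PO4 pH 8.2, 0.02% Tween-20 with pin-transferred compounds; 1 mM L-glutamine (stock) plus glutamate oxidase/HRP/Amplex Red coupling added. Fluorescence read initially and after 30 min at RT.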
Pin1 inhibitor: human Pin1 inhibition. Potency, µM (top dose mostly 115 µM), for the others: at the top dose activity, negative = inhibition, hits mostly inhibitors. 390,000 compounds, 0.009% hits. Pin1 FP peptide displacement, HiFluor488, 10 min. Q13526; active means well fitted inhibition curve with a large enough effect in the polarisation, with a control signal flat, not every such curve was filed as active; inconclusive means small, poorly fitted or top-dose-only effect, or effect the other way, or a change in a side signal; inactive means no such curve, though single readings can be large or run the other way; the % refers to the polarisation; further: on the % scale 0 is the no-effect control and ±100 the full control effect
Target sequence (Q13526 whole entry, looked up): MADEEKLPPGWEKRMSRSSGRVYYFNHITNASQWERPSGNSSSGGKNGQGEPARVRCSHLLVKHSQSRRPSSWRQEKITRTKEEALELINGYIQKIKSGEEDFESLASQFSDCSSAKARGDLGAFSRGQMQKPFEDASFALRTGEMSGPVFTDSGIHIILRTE
TrxR1 inh: blocks rat thioredoxin reductase 1 | 390,000 compounds, 1% hits | Potency, µM (top dose mostly 114 µM), without a hit: top-dose activity change, negative = inhibition, usual class: inhibitors | O89049 | recombinant rTrxR1, NADPH fluorescence consumption, selenite substrate; further: on the % scale 0 is the no-effect control and ±100 the full control effect; nearly all actives have a fitted effect of over 65% in size
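Rat TrxR1 (90 nM in the dispensed reagent) was pre-reduced with 400 uM NADPH for 5 min at room temperature, then incubated with compound for 15 min. After 400 uM selenite was added, NADPH fluorescence (Ex 340/Em 450 nm) was followed for 8 min.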
Tb PGK inh: inhibitors of T. brucei phosphoglycerate kinase | Potency, µM (top dose mostly 57.5 µM), for the others: at the top dose activity change, negative = inhibition, usual class: inhibitors | 380,000 compounds, 0.043% hits | AID 602233 | PGK/GAPDH coupled, Kinase-Glo luminescence, 60 min; further: on the % scale 0 is the no-effect control and ±100 the full control effect; nearly all actives have a fitted effect of over 60% in size
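Recombinant glycosomal PGK reaction used 1,3-bisphosphoglycerate generated in-well by GAPDH (100nM final) in 100mM TEA pH 7.6, 5mM MgCl2, 0.01% Tween-20. After 60 minutes at room temperature, ATP was read by Kinase-Glo Plus luminescence end-point.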
HP1b chromo inh: HP1-beta chromodomain-methylated histone interaction inhibition; AID 540317; Potency, µM (top dose mostly 114 µM), inactives show top-dose activity change, negative = inhibition, hits mostly inhibitors; P83916; 390,000 compounds, 0.56% hits; AlphaScreen HP1-beta / biotin-H3K9me3 peptide binding; further: nearly all actives have a fitted effect of over 70% in size; inactives centre near 23
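HP1-beta protein (50 nM final) preincubated 30 min at room temperature with biotinylated H3(1-18)K9me3 peptide (50 nM) in PBS pH 7.4, 0.01% Tween-20, then compound added for 30 min. AlphaScreen streptavidin donor/nickel chelate acceptor beads (10 ug/mL final), 30 min dark, luminescence read.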
12-LOX inh: blocks human arachidonate 12S-lipoxygenase. 580,000 compounds, 1.1% hits. AID 1671190. Potency, µM (highest dose often 108 µM), for inactives: at the highest dose activity change, negative = inhibition, usual class: inhibitors. purified 12hLO, xylenol orange hydroperoxide absorbance; further: on the % scale 0 is the no-effect control and ±100 the full control effect
Target sequence (P18054 whole entry, looked up): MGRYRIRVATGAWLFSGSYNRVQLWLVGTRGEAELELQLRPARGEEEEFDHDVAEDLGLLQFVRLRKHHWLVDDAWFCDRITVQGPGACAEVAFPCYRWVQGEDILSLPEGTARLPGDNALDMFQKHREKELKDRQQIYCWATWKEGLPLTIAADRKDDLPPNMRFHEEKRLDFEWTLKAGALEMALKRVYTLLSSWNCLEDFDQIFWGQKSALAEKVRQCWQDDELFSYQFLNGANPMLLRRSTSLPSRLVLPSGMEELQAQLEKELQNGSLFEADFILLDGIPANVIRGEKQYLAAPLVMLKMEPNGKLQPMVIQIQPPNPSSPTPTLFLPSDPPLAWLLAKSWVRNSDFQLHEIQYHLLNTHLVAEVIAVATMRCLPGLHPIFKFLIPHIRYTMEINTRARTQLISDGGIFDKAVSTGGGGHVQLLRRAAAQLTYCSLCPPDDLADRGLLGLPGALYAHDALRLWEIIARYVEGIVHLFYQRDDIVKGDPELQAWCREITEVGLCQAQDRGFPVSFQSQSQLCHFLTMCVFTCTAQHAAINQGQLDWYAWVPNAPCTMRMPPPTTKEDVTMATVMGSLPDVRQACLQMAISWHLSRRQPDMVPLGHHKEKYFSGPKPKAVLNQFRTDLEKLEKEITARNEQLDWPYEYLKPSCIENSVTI
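Purified human 12hLO (150 nM final) in 25 mM Hepes, 0.01% Triton X-100, pH 7.0 was preincubated 15 min at room temperature with compound. Then 40 uM arachidonic acid was added, 30 min. Hydroperoxide was read by Fe-XO absorbance ratio 573/405 nm.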
An asterisk follows results filed as active; i = inactive; u = inconclusive; x = no result given; & = joins results of further samples; [ ] = another dose, or the depositor's remark. Unless noted, the call rests on the fitted dose curve; in most records, active means well fitted curve in the direction sought with a large enough effect; inconclusive means small, poorly fitted or top-dose-only effect, or another doubt; inactive means no such curve, though single readings can be large; an effect the other way counts as inactive or inconclusive. Potency means the concentration at half of the fitted maximal effect. A portion of the library, so the mix of outcomes need not match the whole.

SMILES | RGS4 inh | JMJD2A Tudor inh | ERG-DNA inh | GLS inh | Pin1 inhibitor | TrxR1 inh | Tb PGK inh | HP1b chromo inh | 12-LOX inh
COc1ccc(N2CCN(C(=O)CN3C(=O)C4CC=CCC4C3=O)CC2)cc1 (configuration not stated) | -13% | -6% | -11% | 51%[activator] | -12% | -7% | -1% | 30% | -11%
COc1cc(OC)cc(C(=O)N[C@H](C(=O)Nc2nc3c(s2)CCCC3)C(C)C)c1 | 26% | -33% | 6% | 4% | u | 29% | -3% | 6% | -14%
CC(Sc1nc2sc3c(c2c(=O)n1-c1ccccc1)CCCC3)C(=O)O (configuration not stated) | 2% | 5% | 28% | -6% | 0% | 4% | -2% | 28% | u
Cc1csc(NC(=O)Cn2cnnn2)n1 | -2% | 9% | 3% | -7% | -1% | -3%[57.1 µM] | i | 43%[activator] | 0%
Cc1ccc(C2CC(c3cccs3)=NN2C(=O)CSc2nc3ccccc3o2)cc1 (configuration not stated) | 25% | -17% | -9% | 9% | 12% | -4% | 6% | 33% | -4%
Cc1cc(C(=O)Nc2ccc3c(c2)OCCO3)ccc1[N+](=O)[O-] | -26% | -9% | 16% | -3% | 7% | 12% | -9% | 54%[activator] | -24%
O=C(NNS(=O)(=O)c1ccc([N+](=O)[O-])cc1)c1ccc([N+](=O)[O-])cc1 | 0% | 1.3µM* | -4% | 18% | 4% | -4%[57.1 µM] | 3% | u | -26%
O=c1[nH]c2ccccc2n1C1=CCNCC1 | -6% | -8% | 9% | -3% | 5% | 6%[57.1 µM] | -3% | 9% | 19%
Nc1nc2ccc(C(=O)N3CCCCC3)cc2s1 | -34% | 1% | -6% | -1% | -5% | 10% | 0% | 12% | -10%
COc1ccc(NC(=O)C2CC(=O)OC2c2ccccc2)cc1 (configuration not stated) | 10% | -19% | 7% | 7% | 5% | -10% | -1% | 0% | 1%
Cc1ccc(N(CC(=O)NC2CCCC2)C(=O)c2ccc(C)s2)cc1 | -6%[56.9 µM] | -5% | 8% | -5% | -2% | 12% | -9% | 72%[activator] | 3%
CC(=O)Nc1sc2c(c1CN1CCN(c3ccc(F)cc3)CC1)CCCC2 | 6% | u | -2% | 8% | 0% | 7%[57.1 µM] | -6% | -36% | u
O=C(c1cccnc1NCc1ccccc1)N1CCOCC1 | -34%[11.4 µM] | -10%[11.4 µM] | -1% | -10% | 4% | -4% | i | 70%[activator] | -5%
COc1ccc(OC)c(NC(=O)NCCCCc2ccccc2)c1 | 15% | -22% | -5% | 0% | 6% | -11% | 1% | 18% | 2%
Cc1cccc(C)c1NS(=O)(=O)c1ccc(-c2cnc(C3CC3)o2)cc1 | -2% | -5% | 3% | -1% | -5% | -4% | -14% | 40%[activator] | -17%&-41%
Fc1ccccc1CN(CCN1CCOCC1)C(=S)Nc1ccccc1Cl | -8% | -20% | 0% | 20% | 4% | -7% | -15% | 7% | 2%
N#C/C(=C\c1ccc(OCCN2CCOCC2)cc1)C(=O)Nc1ccccc1 | -1% | -13% | 15% | 0% | 5% | -8% | -4% | 13% | 9%
Cc1cccc(N2CCN(C(=O)c3ccc(S(=O)(=O)N(C)c4ccccc4)cc3)CC2)c1C | -19% | -20% | 5% | 25% | 16% | 4%[57.1 µM] | -8% | 36% | -17%
Cc1ccc(Cn2c(C3CCCN3c3nc(-c4cc(Cl)c(N)c(Cl)c4)cs3)nc3cc(C(=O)NCCCO)ccc32)cc1 (configuration not stated) | 2% | -34% | 2% | -4% | 38%[activator] | 11% | 5% | 2% | -2%
Cc1cccc(NC(=O)c2cc(NC(=O)C3CCCCC3C(=O)O)ccc2N2CCOCC2)c1 (configuration not stated) | -8% | -7% | -10% | 11% | -6% | -9% | 0% | 23% | -17%
O=C1CC(c2ccccc2)CC(=O)C1CS(=O)(=O)c1ccccc1 (configuration not stated) | -29% | -20% | -16% | -2% | -20% | u | i | 45%[activator] | -28%
Cc1cccc(OC(C)C(=O)Nc2nonc2-c2ccc(Br)cc2)c1C (configuration not stated) | 9% | -16% | 0% | -6% | -2% | -15% | x | 40%[activator] | -6%
O=[N+]([O-])c1cccc2cnccc12 | 14% | -8% | 15% | -7% | 0% | -9%[2.29 µM] | 3% | 24%[57 µM] | -5%
Cc1nc(NC(=S)NC(=O)c2ccco2)sc1C(=O)N(C)C | -38% | -12% | 16% | 3% | 4% | -19% | -12% | 28% | -29%
CC(=O)N1CCN(CC(=O)Nc2ccc(Cl)c(S(=O)(=O)N(C)C)c2)CC1 | 26% | -22% | -3% | 10% | 7% | -2%[57.1 µM] | 0% | 34%[activator] | -6%
O=C(CCn1ccnc1)Nc1ccc2ccccc2c1 | -1% | -16% | -8% | -5% | 11% | 2%[57.1 µM] | i | 19% | -9%
Cn1c(CCc2nc3ccccc3[nH]2)n[nH]c1=S | 1% | 7.9µM* | -15% | -17% | -2% | 20%[57.1 µM] | 0% | 17% | -25%
O=C(C1=C[C@@H](c2ccccc2)C[C@@H](OCc2ccc(CO)cc2)O1)N1CCN(Cc2ccc3c(c2)OCO3)CC1 | 1% | -33% | -4% | -3% | 13% | -12% | -4% | 3% | 4%
CCC(CO)n1cnnc1-c1ccncc1 (configuration not stated) | 28% | -10% | -2% | 15% | -7% | 2%[57.1 µM] | 6% | 24% | 0%
Cc1cc(=O)oc2c(CN3CCOCC3)c(O)ccc12 | 32% | -4% | -3% | 25% | -3% | 56µM* | -10% | 28% | -14%

Three of the entries above in order of the Pin1 inhibitor value, smallest number first.
mol | Pin1 inhibitor
Cc1cc(=O)oc2c(CN3CCOCC3)c(O)ccc12 | -3%
Cn1c(CCc2nc3ccccc3[nH]2)n[nH]c1=S | -2%
COc1ccc(OC)c(NC(=O)NCCCCc2ccccc2)c1 | 6%

The list continues.
SMILES | RGS4 inh | JMJD2A Tudor inh | ERG-DNA inh | GLS inh | Pin1 inhibitor | TrxR1 inh | Tb PGK inh | HP1b chromo inh | 12-LOX inh
COCCCC1CCN(C(=O)C2CCC(=O)N(CCc3ccccc3)C2)CC1 (configuration not stated) | 9% | -15% | -10% | 8% | -9% | -7% | 6% | 13% | 11%
C[C@H]1CN([C@@H](C)CO)C(=O)c2cc(NC(=O)CCN3CCOCC3)ccc2O[C@H]1CN(C)C(=O)Nc1ccc(F)cc1 | -8% | -12% | 0% | -5% | 3% | 8%[57.1 µM] | i | 81%[activator] | 0%
COC(=O)c1ccc(NC(=O)C(=O)NCC2CCCO2)cc1 (configuration not stated) | -7%[11.4 µM] | -14% | -8% | 26% | -2% | 12% | 2% | -9% | -7%
Cc1ccc(-n2nc3c(N4CCCC(C(=O)NCCc5ccccc5)C4)nnc(C)c3c2C)cc1 (configuration not stated) | 1% | -18% | -2% | -4% | 33%[activator] | 9% | -8% | 22% | -7%
O=C(CSc1ncccn1)Nc1ccc2c(c1)CCC2 | 16% | 0% | 16% | -4% | 0% | 12% | 4% | 48%[activator] | 5%
CCCN(S(=O)(=O)c1ccccc1F)S(=O)(=O)c1ccccc1Br | -7% | 21% | 2% | 2% | 5% | 25% | -1% | 59%[activator] | -23%
Cc1c(CNC(=O)c2c([N+](=O)[O-])cnn2C)cnn1C | -33% | -17% | 3% | -3% | -3% | 14%[57.1 µM] | i | 30% | 1%
Cc1cccc(C)c1NC(=S)NCCc1ccc(O)c(O)c1 | -26% | -22% | -6% | 4µM* | -2% | u | i | -7% | 35µM*
CC(=O)Nc1ccc(NC(=O)CN2C(=O)COc3ccc(S(=O)(=O)N4CCCCC4)cc32)cc1 | -7%[11.4 µM] | -23% | 5% | 1% | -5% | 19% | -9% | 6% | 4%
CC1CC(C)CN(CCCNC(=O)CN2C(=O)COc3ccc(S(=O)(=O)N4CCOCC4)cc32)C1 (configuration not stated) | 30% | -2% | 7% | -2% | -8% | 30% | -6% | 41%[activator] | 2%
Nc1[nH]n(-c2ccccc2)c(=O)c1N=Nc1ccccc1 | 12% | 13µM* | -9% | 8% | 3% | 17% | -6% | u | -6%
CCCCN(C)C(=O)CCC(=O)Nc1ccc2nc(N3CCN(C)CC3)cc(C)c2c1 | -8% | -11% | -5% | -7% | -2% | 5% | 3% | -1% | 5%
CCOc1ccc(N=Cc2c(O)n(-c3cccc(C)n3)c(=O)c3ccccc23)cc1 | -40% | -31% | 4% | 2% | u | 4% | i | 36% | -18%
CCOC(=O)c1c(-c2cccc([N+](=O)[O-])c2)csc1NC(=O)C1CCCCC1 | 19% | -28% | 1% | 2% | 6% | 14%[57.1 µM] | -4% | -9% | 0%
O=C(NCc1ccccc1)c1cc[n+](Cc2ccccc2)cc1 | -49% | -6% | 3% | -7% | -5% | 7% | i | 32% | 47%[activator]
CCCCCCCCCCCC(=O)NC(C(=O)OCC)C(O)c1cccc([N+](=O)[O-])c1 (configuration not stated) | -8% | -25% | -7% | 0% | 4% | -1% | -3% | 4% | -12%

Individual results from the results shown:
Under Tb PGK inh, Cc1ccc(-n2nc3c(N4CCCC(C(=O)NCCc5ccccc5)C4)nnc(C)c3c2C)cc1 (configuration not stated) has the entry -8%
Under 12-LOX inh, CCCN(S(=O)(=O)c1ccccc1F)S(=O)(=O)c1ccccc1Br has the entry -23%
Under Pin1 inhibitor, C[C@H]1CN([C@@H](C)CO)C(=O)c2cc(NC(=O)CCN3CCOCC3)ccc2O[C@H]1CN(C)C(=O)Nc1ccc(F)cc1 has the entry 3%
Under Pin1 inhibitor, O=C(NCc1ccccc1)c1cc[n+](Cc2ccccc2)cc1 has the entry -5%
